TRPC6 act: mouse TRPC6 channel activators, primary screen, cell-based, HEK293, membrane potential dye; Short transient receptor potential channel 6 (Mus musculus), Q61143; HEK293-TRPC6 membrane potential dye fluorescence; active compounds read high; B-score at 10 µM; 0.13% of 310,000 active;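 active means B-score of the integrated fluorescence ratio above library mean plus 3 SD, and starting fluorescence ratio within library mean plus 5 SD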;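 further: higher score means more depolarization so channel activation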
RGS4 block: RGS4 inhibitors, primary screen, cell-based, HEK293 M3R inducible RGS4, calcium flux; Regulator of G-protein signaling 4 (Homo sapiens), P49798; B-score at 10 µM; 0.45% of 310,000 active; Fluo-4 calcium flux; active compounds read high; triggered by carbachol at its EC20;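 active means B-score, a plate-corrected calcium signal, over three deviations above library mean, with baseline fluorescence within five deviations of library mean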;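 further: RGS4 expression induced by doxycycline in cells with stable M3 receptor; B-score is computed from the integrated fluorescence ratio over baseline after carbachol; higher B-score means a larger calcium signal and so more RGS4 inhibition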
Target sequence (P49798 whole entry, looked up): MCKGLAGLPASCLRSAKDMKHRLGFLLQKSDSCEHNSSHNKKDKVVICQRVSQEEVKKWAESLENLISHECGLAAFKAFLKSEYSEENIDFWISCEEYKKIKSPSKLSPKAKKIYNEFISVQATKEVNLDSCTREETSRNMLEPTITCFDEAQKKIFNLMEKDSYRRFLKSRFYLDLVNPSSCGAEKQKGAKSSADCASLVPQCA
SKKanGAS inh: S. pyogenes SKKanGAS growth inhibitors in kanamycin, primary screen, streptokinase expression inhibitor project, SKKanGAS strain, BacTiter-Glo luminescence; 6 h; inhibition, % at 7.5 µM; 1.3% of 300,000 active;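 active means mean replicate score, as percent of positive control median, at least 50; inconclusive means mean below 50 but one replicate at or above 50; inactive means mean and every replicate below 50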;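 further: strain carries kanamycin resistance gene driven by streptokinase promoter and grows in 40 µg/ml kanamycin; loss of luminescence reflects streptokinase promoter inhibition or plain growth inhibition; 0% = median of DMSO wells and 100% = positive control at its reference dose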
RGS4 act: RGS4 potentiators or activators, primary screen, cell-based, HEK293 M3R inducible RGS4, calcium flux; B-score at 10 µM; carbachol calcium flux Fluo4; active compounds read low; AID 463111, 2010; 0.92% of 310,000 active;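 active means B-score of the integrated calcium signal more than 4 SD below the library mean, with starting fluorescence not abnormally high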;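 further: negative B-score means reduced calcium response which marks RGS4 activation or potentiation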
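System – HEK293 FlpIn-TREx cells, stable M3R, doxycycline-inducible RGS4 · Reagent – ECmax carbachol challenge · Times – compound preincubation 20 min at room temperature before agonist · Technique – Fluo4 fluorescence kinetic imaging of calcium · Measure – B score of integrated Fluo4 ratio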
TRPC6 inh: mouse TRPC6 channel inhibitors, primary screen, cell-based, HEK293, membrane potential dye | ACh-evoked depolarization; active compounds read low | 1.1% of 310,000 active | B-score at 10 µM | Short transient receptor potential channel 6 (Mus musculus), Q61143;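 active means B-score under library mean minus 3 SD, initial fluorescence not abnormally high, positive integrated signal ratio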;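 further: B-score derived from integrated fluorescence ratio over the kinetic read; more negative B-score means stronger inhibition of depolarization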
MrgX1 ag: agonists of human MrgX1 receptor, primary screen, HEK293 cells, Fluo-4 calcium flux | AID 588627, 2011 | Fluo-4 calcium fluorescence, agonist mode; active compounds read high | B-score at 10 µM | Mas-related G-protein coupled receptor member X1 (Homo sapiens), Q96LB2 | 0.44% of 310,000 active;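 active means calcium response B-score plate-corrected fluorescence ratio at least 3 library SD, with starting fluorescence B-score inside 5 SD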
Target sequence (Q96LB2 whole entry, looked up): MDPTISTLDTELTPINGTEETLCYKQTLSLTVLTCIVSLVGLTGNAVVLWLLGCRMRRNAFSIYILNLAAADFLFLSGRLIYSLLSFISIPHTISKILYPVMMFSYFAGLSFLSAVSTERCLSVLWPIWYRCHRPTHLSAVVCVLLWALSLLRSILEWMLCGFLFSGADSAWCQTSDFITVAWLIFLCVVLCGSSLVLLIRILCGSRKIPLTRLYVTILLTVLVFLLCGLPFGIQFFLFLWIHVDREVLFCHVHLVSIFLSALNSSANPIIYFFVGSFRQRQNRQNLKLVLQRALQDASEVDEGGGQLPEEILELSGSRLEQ
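Test system: HEK293 cells stably expressing human MrgX1 receptor; Input: fifteen thousand cells per well; Dosing: compound delivered in addition one of three; Schedule: overnight seeding, then 1 h dark dye loading; Technique: Fluo-4 NW calcium fluorescence; Measure: B-scored fluorescence response ratio; Controls: positive and negative controls per plate.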
HIF act: HIF pathway transcriptional activators, primary screen, cell-based, U2OS HRE-luciferase, luminescence; activation, % at 7.5 µM (by protocol); AID 1910, 2009; U2OS HRE-luciferase reporter; normalized: DMSO 0%, desferrioxamine 100%; 0.32% of 300,000 active;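 active means mean activation of at least 10% of the iron chelator positive control signal, with at least half of replicates also reaching 10%; inconclusive means mean and replicate majority disagree about reaching 10%; inactive means mean and most replicates under 10%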
Platelet DG rel: inhibitors of platelet dense granule secretion, primary screen, cell-based, MLPCN, human platelets; inhibition, %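 (compounds screened at 7.5 µM in platelet-rich plasma)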; 0.22% of 300,000 active; human platelet-rich plasma, SFLLRN dense granule ATP release, luminescence;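 active means mean replicate score, as percent of positive control, at or above 50; inconclusive means mean below 50 but at least one replicate at or above 50; inactive means mean and every replicate below 50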
MrgX1 antagonist: antagonists of human MrgX1 receptor, primary screen, HEK293 cells, Fluo-4 calcium flux; 1.3% of 310,000 active; BAM8-22 antagonism; active compounds read low; Mas-related G-protein coupled receptor member X1 (Homo sapiens), Q96LB2; AID 588676, 2011; B-score at 10 µM;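 active means calcium-response B-score plate-corrected more than 3 library SD below zero, starting fluorescence within 5 deviations, no agonist response on first addition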;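 further: peak minus trough fluorescence over baseline after final BAM8-22 challenge near maximal dose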
MrgX1 PAM: positive allosteric modulators of MrgX1, primary screen, HEK293 cells, Fluo-4 calcium flux; Mas-related G-protein coupled receptor member X1 (Homo sapiens), Q96LB2; FDSS; active compounds read high; B-score at 10 µM; 0.63% of 310,000 active; AID 588675, 2011;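 active means plate-corrected calcium response at least 3 library SD above typical, normal starting fluorescence, not activating the receptor alone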;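 further: compound read alongside a low EC10 to EC30 dose of BAM8-22 agonist; peak minus trough fluorescence over baseline measured at the second addition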
TRPC4 block: inhibitors of mouse TRPC4 channel, primary screen, Fluo4 calcium, HEK293 TRPC4beta/mu-opioid cells; 0.39% of 300,000 active; B-score at 10 µM; DAMGO-evoked Fluo4 calcium flux; active compounds read low; Short transient receptor potential channel 4 (Mus musculus), Q9QUQ5;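 active means B-score over 3 SD under the library average, no early fluorescence shift, positive overall ratio signal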
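test system = HEK293 cells with stable TRPC4beta plus mu-opioid receptor expression | detection = Fluo4 Ca2+ flux fluorescence | read-out = integrated fluorescence ratio relative to baseline, converted to per-well B score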
Numbers without * were called inactive; i = inactive; ? = inconclusive; / = no result given. The order is random. About 6.1% of those tested had a hit in this group.

#	mol	Platelet DG rel	TRPC6 act	RGS4 act	MrgX1 antagonist	TRPC6 inh	RGS4 block	MrgX1 ag	MrgX1 PAM	SKKanGAS inh	TRPC4 block	HIF act
1	CC(C)c1ccc(Nc2nnc(SC3CCOC3=O)s2)cc1 (stereo not drawn)	-48	i	i	i	i	i	i	i	-9	i	-0.5
2	CCOC(=O)CC1COc2ccccc2N1C(=O)c1ccc(F)cc1 (stereo not drawn)	10	i	i	i	i	i	i	i	-3	i	-0.3
3	Cc1onc(-c2ccccc2)c1C(=O)N(Cc1ccco1)Cc1cccs1	8	i	i	/	i	i	/	/	-1	i	-0.7
4	O=C1CCC(C(=O)N2CCCC(C(=O)c3ccc4c5c(cccc35)CC4)C2)=NN1 (stereo not drawn)	-6	i	i	i	i	i	i	i	-3	i	0.4
5	O=C(CSc1ncnc2c1oc1ccccc12)Nc1cccc(Cl)c1	4	i	i	i	i	i	i	i	-5	i	1.1
6	CCC(CC)C(=O)N1CCN(Cc2ccc3c(c2)OCO3)CC1	8	i	i	i	i	i	i	i	-1	i	-1.4
7	O=c1c2ccccc2[nH]c(=S)n1-c1cccc(S(=O)(=O)N2CCCC2)c1	-6	i	i	i	i	i	i	i	4	i	-0.1
8	CCc1cc(Cn2nc(-c3ccccc3)cc2C(=O)NCc2ccc(C)cc2)on1	-2	i	i	i	i	i	i	i	37	/	0.0
9	CCOC(=O)C1CCN(c2c(NCc3ccc(C(=O)NCCOC)cc3)c(=O)c2=O)CC1	-1	i	i	i	i	i	i	i	-2	i	-0.6
10	O=C(N/N=C/c1cccs1)c1cncc(Br)c1	8	i	i	i	i	i	i	i	3	i	0.0
11	COC(=O)c1cc(C(=O)OCC(=O)NC2CCCC2)cc([N+](=O)[O-])c1	2	i	i	i	i	i	i	i	5	i	-0.3
12	O=C(Nc1nccs1)c1ccc(Cl)c(S(=O)(=O)N2CCOCC2)c1	1	i	i	i	i	i	i	i	-1	i	0.0
13	COc1cccc(C(C(=O)NC(C)(C)C)N(CC(C)C)C(=O)CCC(=O)Nc2cc(C)on2)c1OC (stereo not drawn)	5	i	i	i	i	i	i	i	-8	i	0.4
14	CCN(CC)C(=O)CSc1nnc(-c2ccncc2)n1N	1	i	i	i	i	i	i	i	-4	i	0.3
15	CC(Sc1ccccc1)C(=O)N1CCN(S(=O)(=O)c2ccc(Cl)cc2)CC1 (stereo not drawn)	3	i	i	i	i	i	i	i	-1	i	-0.2
16	CN(CCNC(=O)c1ccc(/C=N/O)nc1)Cc1ccccc1	3	i	i	i	i	i	i	i	0	i	-0.5
17	Nc1ccn([C@@H]2O[C@H](CO)[C@@H](O)C2O)c(=O)n1 (stereo partly drawn)	-3	i	i	i	i	i	i	i	3	i	2.6
18	CC(C)OCC(O)CN1CCNCC1 (stereo not drawn)	-4	i	i	i	i	i	i	i	1	i	-0.1
19	COc1ccc(C(=O)NCCc2ccccc2)cc1OC	-4	i	i	i	i	i	i	i	2	i	0.7
20	COCC(=O)N/N=C/c1ccc(Sc2nc3ccccc3s2)o1	-1	i	i	i	i	i	i	i	-6	i	0.4
21	CC(C)CC(=O)NC(=S)Nc1ccc(S(=O)(=O)Nc2nccs2)cc1	14	i	i	i	i	i	i	i	5	i	1.5
22	Cc1ccc(C(=O)O/N=C(\N)Cc2ccc([N+](=O)[O-])cc2)c(Cl)c1	-5	i	i	i	i	i	i	i	-8	i	0.3
23	Cc1c(NC(=O)C(C)OC(=O)CNC(=O)c2ccc(C(C)(C)C)cc2)c(=O)n(-c2ccccc2)n1C (stereo not drawn)	7	i	i	i	i	i	i	i	3	i	0.0
24	CCCCn1c(SCC(=O)N2CCCC2)nc2c1c(=O)n(C)c(=O)n2C	8	i	i	i	i	i	i	i	-4	i	0.2
25	COc1ccc(NC(=O)CSc2nnc3ccc(-c4cccnc4)nn23)cc1	-5	i	i	i	i	i	i	i	3	i	-0.1
26	COc1ccccc1CCCNC(=O)C1CCC(=O)N(CCc2ccc(Cl)cc2)C1 (stereo not drawn)	1	i	i	i	i	i	i	i	0	i	0.3
27	Cc1nc2sccn2c(=O)c1S(=O)(=O)NCc1ccccc1	2	i	i	i	i	i	i	i	-3	i	0.2
28	CSCC[C@H](N)C(=O)N1CCC(C(=O)N[C@H](C(=O)NCc2ccccc2F)C(C)C)CC1	1	i	i	i	i	i	i	i	0	i	0.2
29	COc1cc2c(cc1OC)C1(CCCC1)CNC2c1cccc([N+](=O)[O-])c1 (stereo not drawn)	-1	i	i	i	i	i	i	i	-3	i	-0.4
30	Cc1c(NC(=O)C(C)OC(=O)c2cccc([N+](=O)[O-])c2)c(=O)n(-c2ccccc2)n1C (stereo not drawn)	3	i	i	i	i	i	i	i	2	i	-0.3

Remaining list, next part:
#	mol	Platelet DG rel	TRPC6 act	RGS4 act	MrgX1 antagonist	TRPC6 inh	RGS4 block	MrgX1 ag	MrgX1 PAM	SKKanGAS inh	TRPC4 block	HIF act
31	CC(=O)Nc1ccc(S(=O)(=O)N(C)CC(=O)Nc2ccc(Br)cc2F)cc1	0	i	i	i	i	i	i	i	13	i	-46
32	Cc1[nH]nc2ncc(C(=O)c3ccccc3O)cc12	-2	i	i	i	i	i	i	i	27	i	1.9
33	Cc1nn(CC(=O)NCC(C)c2ccccc2)c(=O)c2cc(-c3ccccc3)nn12 (stereo not drawn)	9	i	i	i	i	i	i	i	-9	i	0.4
34	O=S(=O)(Cc1ccccc1)N1CCN(Cc2ccc(F)cc2Cl)CC1	-2	i	i	i	i	i	i	i	-1	i	-0.1
35	CCC(C)[C@H](NC(=O)N1CCn2c1nc1ccccc12)C(=O)NCC1CCCO1 (stereo partly drawn)	-9	i	i	i	i	i	i	i	11	i	-0.3
36	O=C(N/N=C/c1ccccc1O)C(=O)Nc1ccccn1	8	i	i	i	i	i	i	i	1	i	4.1
37	FC(F)(F)c1cccc(OCCOCCn2cncn2)c1	-7	i	i	i	i	i	i	i	-1	i	1.3
38	Cc1c(NC(=O)CN2C(=O)c3ccccc3C2=O)c(=O)n(-c2ccccc2)n1C	2	i	i	i	i	i	i	i	2	i	-0.4
39	Cc1cccc(C(C)C)c1NC(=O)c1cccnc1	0	i	i	i	i	i	i	i	7	i	-0.3
40	CC(C)(C)c1ccc(-c2noc(CCC(=O)Nc3cccnc3)n2)cc1	-8	i	i	i	i	i	i	i	8	i	-3.6
41	CCOC(=O)CCCSc1nc(-c2ccc3c(c2)OCO3)cc(C(F)(F)F)c1C#N	3	i	i	i	i	i	i	i	-3	i	/
42	COc1cccc(C2=NN(S(C)(=O)=O)C(c3cccs3)C2)c1 (stereo not drawn)	1	i	i	i	i	i	i	i	-4	/	2.7
43	Oc1ccc(/C=N/Nc2ncc(Cl)cc2Cl)cc1	5	i	i	i	i	i	i	i	-3	i	2.3
44	Cc1cc(C)nc(SCc2nnc(SCC(N)=O)o2)n1	-3	i	i	i	i	i	i	i	-3	i	0.5
45	COc1c2ccccc2nc2ccccc12	-3	i	i	i	i	i	i	i	-6	i	1.7
46	COc1ccc(NC2c3ncccc3C(=O)N2Cc2cccs2)cc1 (stereo not drawn)	-4	i	i	i	i	i	i	i	-4	i	0.1
47	COc1cccc(C(c2nnnn2CC2CCCO2)N2CCN(C(=O)c3ccco3)CC2)c1OC (stereo not drawn)	10	i	i	i	i	i	i	i	-5	i	-0.1
48	O=C1/C(=C\c2ccco2)SC(=S)N1C1CCS(=O)(=O)C1 (stereo not drawn)	1	i	i	i	i	i	i	i	-3	i	-0.3
49	CC(C)c1cccc(C(C)C)c1NC(=O)CN1C(=O)NC2(CCCC2)C1=O	2	i	i	i	i	i	i	i	1	i	-0.7
50	CCCCNc1nc(N(C)c2ccccc2)nc(-n2ccnc2)n1	-6	i	i	i	i	i	i	i	18	i	-0.6
51	CC12CCC(C(=O)NNc3ccccc3)(C(=O)C1=O)C2(C)C (stereo not drawn)	?	i	i	i	i	i	i	i	0	i	-0.3
52	COc1cccc(-c2nc(CS(=O)(=O)CC(=O)NCCCN3CCc4ccccc4C3)c(C)o2)c1	-1	i	i	i	i	i	i	i	-3	i	-0.2
53	Cc1c(C(=O)Nc2cc(S(=O)(=O)N3CCOCC3)ccc2N2CCOCC2)oc2ccccc12	6	i	i	i	i	i	i	i	9	i	-0.7
54	Cc1cc(NC(=O)c2ccc(COc3ccccc3Cl)o2)no1	3	i	i	i	i	i	i	i	3	i	-0.4
55	COc1ccc(Cl)c(S(=O)(=O)N2CCCC2)c1	-44	i	i	i	i	i	i	i	-8	i	-0.1
56	O=C(CCCN1C(=O)/C(=C/c2ccccc2Cl)SC1=S)NNC(=O)c1ccc(Cl)cc1	-11	i	i	i	i	i	i	i	-12	i	-2.2
57	CSc1ccc(OC2CCN(Cc3ccccc3)CC2)cc1	-5	i	-7.9*	i	i	i	i	i	4	i	0.2
58	O=c1cc(-c2ccccc2)c2cc(Cl)c(O)c(CN3CCOCC3)c2o1	-1	i	i	i	i	i	i	9.8*	-5	i	0.1
59	O=c1c(O)c(-c2ccc3c(c2)OCO3)oc2ccccc12	0	i	i	i	i	i	i	i	46	i	2.9

Screens deposited in PubChem BioAssay by several laboratories.
